From PubChem BioAssay
Rac1 GTP hydrolysis = MgcRacGAP GTPase-activating activity inhibitors, confirmation, biochemical, ADP Hunter fluorescence; one-dose inhibition, % at 30 µM; IC50 in µM for titrated hits; hit rate 0.6% among 340,000; MgcRacGAP-stimulated Rac1 GTP hydrolysis, ADP Hunter fluorescence; higher % means a stronger effect; GST-tagged Rac1 F28L mutant substrate;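 active means first-screen hits whose inhibition reached a set limit at any dose in the follow-up dose series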;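 further: fluorescence reports GDP produced by GAP-driven GTP hydrolysis; strong numbers were not always called active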
GPR35 arrestin U2OS = inhibition of zaprinast-stimulated GPR35 beta-arrestin translocation – imaging, U2OS, beta-arrestin-GFP, zaprinast agonist, primary screen (AID 2058). hit rate 0.052% among 290,000. U2OS GPR35 beta-arrestin-GFP translocation imaging, zaprinast antagonism; higher % means a stronger effect. inhibition, % at 10 µM, or IC50 in µM where a hit was titrated;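 active means inhibition of at least 50% with at least 30 cells and total cytoplasm GFP at most 10,000,000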
SV40 large T antigen = TAg ATPase/helicase activity blockers – biochemical (AID 1903) | SV40 large T antigen ATPase/helicase inhibition assay; higher % means a stronger effect | inhibition, % at 20 µM, or IC50 in µM where a hit was titrated | hit rate 0.39% among 310,000; in the data active means a potency from the dose series; further: strong numbers were not always called active
LYP phosphatase = PTPN22 lymphoid phosphatase activity blockers – biochemical, fluorescence intensity, uHTS (AID 1779); one-dose inhibition, % at 11.5 µM; IC50 in µM for titrated hits; recombinant LYP phosphatase, fluorescence intensity; higher % means a stronger effect; hit rate 0.054% among 290,000; in the data active means inhibition above about 50%;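 further: plate controls were vehicle with enzyme for no effect and no enzyme for full effect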
West Nile antiviral = inhibition of WNV-induced cytopathic effect – cell-based, CPE readout (AID 1621). West Nile virus-infected cells, CPE inhibition; higher % means a stronger effect. CPE inhibition, % at 10 µM, or IC50 in µM where a hit was titrated. hit rate 0.02% among 290,000; in the data active means a potency from the dose series; further: strong numbers were not always called active
Dengue-2 NS5 capping = Dengue-2 NS5 methyltransferase inhibitors, primary screen, biochemical, confirmation dose response (AID 588689); Dengue-2 NS5 methyltransferase capping enzyme assay, biochemical; higher % means a stronger effect; inhibition, % at 25 µM, or IC50 in µM where a hit was titrated; hit rate 0.3% among 340,000; in the data active means a potency from the dose series
Salmonella PhoP GFP = PhoP-dependent GFP reporter repression – Salmonella Typhimurium, primary screen (AID 1863). S. Typhimurium PhoP-regulated promoter GFP reporter, 4 h; higher % means a stronger effect. one-dose inhibition, % at 50 µM; IC50 in µM for titrated hits. hit rate 0.16% among 300,000;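 active means inhibition over 29.93%, a cutoff 3 SD above the screen mean, later confirmed by dose response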;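 further: 0% = low Mg2+ inducing control and 100% = high Mg2+ repressing control; strong numbers were not always called active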
RSV CPE inhibition = RSV antiviral activity via CPE protection, HEp-2 cells, primary 10 µM value included (AID 2391) | HEp-2 cells, RSV-induced CPE inhibition; higher % means a stronger effect | hit rate 0.13% among 310,000 | CPE inhibition, % at 10 µM, or IC50 in µM where a hit was titrated; in the data active means a potency from the dose series; further: strong numbers were not always called active
ER stress rescue = rescue of cells from ER stress-induced death, primary screen, 384-well, CSM14.1, thapsigargin, ATP luminescence (AID 1222). CSM14.1 thapsigargin-induced death rescue, ATP luminescence; higher % means a stronger effect. cellular ATP content (survival), % at 20 µM, or EC50 in µM where a hit was titrated. 190,000 tested, under 10 active;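 active means EC50 below 50 µM in the dose-response confirmation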;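 further: death triggered by thapsigargin at about 15 µM added after 2 h compound pretreatment; cell ATP read after overnight thapsigargin exposure of roughly 18 to 22 hours; normalized against plate controls of thapsigargin alone and 5% DMSO vehicle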
* = called active by the depositor; x = not tested or not shown.

SMILES | Rac1 GTP hydrolysis | GPR35 arrestin U2OS | SV40 large T antigen | LYP phosphatase | West Nile antiviral | Dengue-2 NS5 capping | Salmonella PhoP GFP | RSV CPE inhibition | ER stress rescue
O=C(O)CCc1nn2c3ccccc3nc2n(Cc2ccccc2)c1=O | 0.5% | -1.3% | 23.5% | -6.1% | 0.4% | -4.4% | -2.2% | 2.6% | -1.0%
CC[C@H](C)[C@@H]1NC(=O)c2cc([N+](=O)[O-])cc(I)c2SC[C@@H](C(N)=O)NC(=O)[C@H](CCCCN)NC1=O | x | 4.4% | 12.0% | -6.0% | 1.1% | x | -1.2% | 1.8% | -3.6%
Cc1cc(=O)oc(C)c1C(=O)Nc1cccnc1Cl | 7.1% | 13.1% | 11.9% | 0.9% | 0.8% | -2.3% | -5.5% | 0.0% | x
COC(=O)C1=C(C(=O)OC)[C@@H]2N(C)c3ccccc3[C@@]23C[C@@H](C(=O)OC)N(C(=O)c2ccc(Br)cc2)C3=N1 | 4.2% | -8.8% | -4.7% | 1.2% | 1.7% | 3.2% | -2.3% | -2.3% | x
COc1ccc(CCNC(=O)Cc2ccc(OC)c(OC)c2)cc1OC | 1.8% | -5.7% | 10.0% | -5.7% | -0.3% | 0.7% | -3.9% | 0.4% | -0.1%
Cc1nc2sccn2c(=O)c1S(=O)(=O)NC(C)c1ccccc1 (centres undefined) | 0.2% | -7.8% | 3.5% | -5.1% | -0.1% | 0.7% | x | 3.1% | x
O=C(CSc1ncnc2sc3c(c12)CCC3)Nc1ccccc1C(=O)O | 11.1% | 0.7% | 14.7% | -4.1% | 0.4% | 2.4% | -0.6% | 7.7% | x
CC1=C(C(N)=O)C(c2cccs2)n2nc(-c3cccc(Cl)c3)nc2N1 (centres undefined) | 5.9% | 7.3% | 2.5% | 10.2% | -0.7% | -0.8% | 2.8% | 1.7% | 0.6%
CCOc1ccc(N2C(=O)/C(=C\c3ccc(OC)c(O)c3)S(=O)(=O)C2c2cccc([N+](=O)[O-])c2)cc1 (centres undefined) | 15.1% | -0.5% | 0.6% | 4.1% | 0.6% | -7.0% | 9.7% | 5.4% | -0.3%
NC(=O)Cn1nc([N+](=O)[O-])nc1Oc1ccccc1F | 1.9% | -4.9% | 6.2% | -0.1% | 0.6% | -11.1% | -7.9% | 0.8% | -0.4%
CC1(C)CC(=O)C=C(Nc2ccc(Br)cc2F)C1 | -5.5% | -4.8% | 21.2% | -2.3% | -1.3% | -2.9% | -5.5% | 1.9% | x
CCOC(=O)c1c(NC(=O)COC(=O)CCOc2ccc(OCC)cc2)sc(C(=O)N(C)C)c1C | 10.5% | x | 19.6% | x | x | -2.2% | -7.6% | -0.8% | x
O=C(C[n+]1ccc(C(=O)N/N=C/c2ccc(Cl)cc2Cl)cc1)c1ccccc1 | -6.8% | 14.6% | -0.2% | -4.7% | -0.3% | -2.8% | 1.7% | 1.1% | 3.7%
COc1cc(C(=O)NC2(C(F)(F)F)NC(=O)N(CCCc3ccccc3)C2=O)cc(OC)c1OC (centres undefined) | 1.2% | -10.4% | 5.3% | 5.7% | x | -3.9% | -7.8% | -0.8% | -3.0%
COc1ccc(C(=O)c2oc3nc(C)cc(C)c3c2N)cc1 | 5.2% | -15.4% | -4.5% | -5.2% | 0.6% | -4.4% | 0.7% | 2.1% | -0.9%
CC(C)(C)NC(=S)NCc1ccncc1 | 10.3% | -12.9% | 4.8% | -4.2% | -0.4% | -8.1% | -6.4% | 0.5% | -1.1%
CCN1C2=C(C(=O)CCC2)C(c2ccc(O)c(Br)c2)C2=C1CCCC2=O | 2.3% | 2.2% | 10.3% | -1.6% | -0.5% | 20.8% | 1.8% | -0.6% | 0.9%
Cc1noc(C)c1S(=O)(=O)N(CCc1ccccc1)Cc1ccccc1 | 3.6% | 5.6% | 2.3% | -1.7% | 0.0% | -7.2% | -5.1% | 18.9% | 1.3%
O=C1C2CC=CCC2C(=O)N1Cc1nnc(-c2ccccc2Br)o1 (centres undefined) | 6.0% | -9.7% | 5.9% | -6.9% | 0.1% | -10.7% | -0.9% | -0.2% | x
Cc1c(C)[n+](=O)c(-c2ccc(Br)cc2)c(C)n1[O-] | -4.1% | -15.5% | 8.5% | -7.6% | -0.3% | -6.2% | -7.4% | x | x
O=C1CSC(c2ccccn2)N1c1ccc(F)cc1F (centres undefined) | 4.4% | 4.5% | 5.3% | -5.9% | 0.6% | -9.0% | -4.6% | 2.5% | 5.7%
COCC(=O)NNS(=O)(=O)c1ccccc1[N+](=O)[O-] | 2.9% | -3.9% | 3.4% | -0.2% | 0.1% | -0.7% | 11.6% | 0.5% | 0.7%
O=C1c2ccccc2S(=O)(=O)N1Cc1cccc(S(=O)(=O)N2CCOCC2)c1 | 1.9% | 2.8% | -5.8% | -8.2% | -0.2% | 2.2% | -4.3% | 1.2% | -0.6%
O=C(Cc1ccc2c(c1)OCCO2)N1CCN(c2ccccc2)CC1 | -4.8% | -2.5% | -1.1% | -7.0% | x | -5.2% | 4.7% | 1.2% | 2.7%
Cc1ccccc1-c1nc(CS(=O)CC(=O)NCc2ccc3c(c2)OCO3)c(C)o1 (centres undefined) | 11.1% | 27.3% | 16.3% | -2.7% | -0.6% | -6.2% | -8.7% | 0.2% | x
Cc1ccc(NS(=O)(=O)c2cc([N+](=O)[O-])ccc2NNC(=S)Nc2cc(C)ccc2C)c(C)c1 | 9.1% | 7.2% | 11.5% | 6.3% | 2.7% | 9.7% | 2.5% | 14.3% | -1.3%
CC(NC(=O)COc1ccccc1)C(c1cccs1)N1CCCC1 (centres undefined) | 3.8% | 14.1% | 5.5% | 4.8% | -0.4% | 2.9% | 3.7% | 0.2% | 0.3%
COc1ccc(-c2cnc3ncnn3c2N)cc1 | -14.9% | -10.0% | -9.2% | 0.1% | 0.3% | -7.1% | 9.2% | 0.9% | -1.1%
O=C(O)C1C2C=CC(C2)C1C(=O)NCCc1cccc(Cl)c1 (centres undefined) | 4.7% | 6.8% | 18.6% | -7.0% | -0.3% | 2.7% | 2.0% | 0.0% | -2.7%
CC(=O)c1ccc(-n2nnnc2SCC(=O)NNC(=O)c2ccco2)cc1 | 6.1% | 6.5% | 11.0% | -5.9% | 0.0% | -2.8% | -9.2% | 2.0% | -0.8%
O=C(O)CSc1nc(C(F)(F)F)cc(=O)n1-c1ccccc1 | -5.6% | 3.7% | -0.2% | -3.8% | -0.1% | 3.2% | -8.3% | 0.9% | -1.8%
CC(C)(C)C(=O)Cn1nc(Cl)nc1Cl | 4.9% | -0.3% | 8.1% | 0.4% | 0.2% | -9.9% | 4.3% | -0.4% | x
O=C(c1ccc(CSc2nc3ccncc3[nH]2)cc1)N1CCCCCC1 | 0.8% | -0.9% | 14.6% | -9.0% | -0.9% | 4.6% | -8.3% | 6.8% | x
O=C(CSC1=NCCN1)Nc1cccc([N+](=O)[O-])c1 | 12.6% | 13.0% | 29.7% | -1.6% | -0.9% | -1.5% | 3.4% | 1.5% | 2.5%
CC1(C)CC(=O)C2=C(C1)N(c1ccccc1)C(=O)CC2c1ccc(O)cc1 (centres undefined) | 1.3% | -2.9% | 6.0% | -7.7% | -0.5% | -2.8% | -2.3% | 0.1% | 1.8%
O=C(NC(=O)c1ccccc1Cl)Nc1ccc(-c2cnco2)cc1 | 3.6% | 9.3% | 6.0% | -6.2% | -0.6% | 6.2% | -14.6% | 0.4% | x
Cc1ccc(CNCC(O)(c2ccccc2)c2ccccc2)cc1 | 3.2% | 3.2% | 3.9% | -5.2% | -1.1% | 2.7% | 6.1% | 1.7% | x
CCc1nc(-c2ccc(OC)c(OC)c2)cc2cc(OC)c(OC)cc12 | 10.6% | -0.6% | 10.0% | -4.2% | -0.5% | -10.6% | -0.8% | 3.1% | -0.9%
CC(C)c1ccc(NC(=O)CN2C(=O)COc3ccc(S(=O)(=O)N4CCOCC4)cc32)cc1 | -6.2% | 20.8% | 5.7% | -6.1% | -0.2% | -4.5% | 0.4% | 1.3% | x
Cc1noc(C)c1S(=O)(=O)N(CC(=O)N1CCn2c1nc1ccccc12)c1ccc(C(C)C)cc1 | 2.0% | -6.3% | 1.6% | 6.5% | 0.4% | 3.7% | -10.2% | 0.7% | 2.2%
Cc1cc([N+](=O)[O-])ccc1NCc1ccc2ccccc2c1 | 11.3% | 4.5% | 0.2% | -6.1% | -0.7% | -4.9% | -10.9% | 1.6% | 1.1%
FC(F)(F)c1cc(CCN2C(=S)NC[C@@H]2CC2CCCCC2)cc(C(F)(F)F)c1 | -3.8% | -7.7% | 3.2% | -3.0% | 0.4% | 8.8% | -4.1% | 6.9% | x
COC(=O)CSc1nnc(CNC(=O)c2ccccc2OC)n1C | 9.7% | 9.2% | -0.1% | -13.1% | -0.4% | -7.2% | 4.6% | 0.1% | -0.4%
CC(C)C(=O)N/N=C/c1ccc(OCc2ccccc2)cc1 | 4.0% | -1.0% | -3.7% | 1.9% | x | x | 9.4% | 4.9% | 0.8%
Cc1nnc(NC(=O)CSc2nc3c(c(=O)n(C)c(=O)n3C)n2C(C)C)s1 | 6.9% | 5.4% | 18.0% | -6.6% | 0.2% | -5.7% | -4.5% | 1.9% | 0.8%
O=C(/C=C/c1ccco1)OCc1nnc(-c2ccc(Cl)cc2)o1 | 3.8% | 9.4% | -8.6% | 0.3% | 0.0% | -8.4% | 1.5% | 0.3% | -0.9%
CC1=C(C)SC(=C(C#N)c2nnc(N3CCOCC3)n2-c2ccccc2)S1 | x | -11.0% | x | -11.0% | 0.3% | x | x | 0.1% | -2.0%
O=C1OCCC1N1C(=O)c2ccccc2S1(=O)=O (centres undefined) | 13.7% | -2.8% | 14.1% | -5.5% | -0.2% | -4.9% | 3.9% | -1.1% | 5.4%
O=C1C2C3C=CC(C3)C2C(=O)N1Cc1ccc(CN2C(=O)C3C4C=CC(C4)C3C2=O)cc1 (centres undefined) | 13.7% | -8.7% | 3.0% | -3.5% | 0.0% | 0.7% | 7.5% | 0.9% | 2.5%
CN(C)CCCN(Cc1cc2cc3c(cc2[nH]c1=O)OCO3)C(=S)Nc1cccc(Cl)c1 | 6.4% | 11.9% | 6.0% | -6.8% | 0.1% | -6.7% | -18.0% | -2.1% | -2.6%

Arranged by molar mass (ascending): part of the list above.
SMILES | Rac1 GTP hydrolysis | GPR35 arrestin U2OS | SV40 large T antigen | LYP phosphatase | West Nile antiviral | Dengue-2 NS5 capping | Salmonella PhoP GFP | RSV CPE inhibition | ER stress rescue
Cc1ccc(CNCC(O)(c2ccccc2)c2ccccc2)cc1 | 3.2% | 3.2% | 3.9% | -5.2% | -1.1% | 2.7% | 6.1% | 1.7% | x
Cc1nnc(NC(=O)CSc2nc3c(c(=O)n(C)c(=O)n3C)n2C(C)C)s1 | 6.9% | 5.4% | 18.0% | -6.6% | 0.2% | -5.7% | -4.5% | 1.9% | 0.8%
CC(C)c1ccc(NC(=O)CN2C(=O)COc3ccc(S(=O)(=O)N4CCOCC4)cc32)cc1 | -6.2% | 20.8% | 5.7% | -6.1% | -0.2% | -4.5% | 0.4% | 1.3% | x
Cc1noc(C)c1S(=O)(=O)N(CC(=O)N1CCn2c1nc1ccccc12)c1ccc(C(C)C)cc1 | 2.0% | -6.3% | 1.6% | 6.5% | 0.4% | 3.7% | -10.2% | 0.7% | 2.2%
